Compound activity as filed in PubChem BioAssay.
All columns: NCI-60 one-dose screen, growth in % after 48 h at 10 µM unless noted; 100 = growth as untreated, 0 = no growth, -100 = all killed.
HCT-116 – HCT-116 colon cancer; AID 1794798; 82,000 compounds, 7.3% hits
HCC-2998 – HCC-2998 colon cancer; 79,000 compounds, 4.7% hits; AID 1794799
SNB-75 – SNB-75 CNS cancer; 79,000 compounds, 5% hits
COLO 205 – COLO 205 colon cancer; 79,000 compounds, 7.3% hits
KM12 – KM12 colon cancer cells; 82,000 compounds, 5% hits; AID 1794800
HCT-15 – HCT-15 colon cancer; 82,000 compounds, 5.2% hits
NCI-H322M – NCI-H322M lung cancer; AID 1794733; 80,000 compounds, 2.7% hits
SW-620 – SW-620 colon cancer; AID 1794795; 82,000 compounds, 5.2% hits
HT29 – HT29 colon cancer; 81,000 compounds, 7.4% hits
Numbers without * were called inactive; nt = not tested or not shown; & = joins results of further samples; ! = not active in a repeat. How the source made its calls: active means growth percent below 10; inactive means the rest.

item	smiles	HCT-116	HCC-2998	SNB-75	COLO 205	KM12	HCT-15	NCI-H322M	SW-620	HT29
1	C[C@H]1[C@H]2C3=CC[C@@H]4[C@@]5(C)C/C(=C/c6cccnc6)C(=O)C(C)(C)[C@@H]5CC[C@@]4(C)[C@]3(C)CC[C@@]2(C(=O)N2CCOCC2)CC[C@@H]1C	27	55	88	45	52	35	88	49	49
2	CC1(C)CC(=O)C2=C(C1)N(c1ccc(OC(F)(F)F)cc1)C(N)=C(C#N)C2c1ccc(F)cc1 (configuration not stated)	88	103	75	92	96	98	94	100	78
3	Cn1c(=O)c2c(nc3n(-c4ccc(F)cc4)c(Sc4nc(-c5ccccc5)c(C#N)c(=O)[nH]4)cn23)n(C)c1=O	91	104	72	110	91	81	100	95	121
4	Cc1c(-c2nnc(/C=C/c3ccccc3)o2)nnn1-c1ccc([N+](=O)[O-])cc1	94	100	97	98	109	102	97	111	98
5	COc1ccc(C=Nc2ccccc2O)cc1	76	107	108	116	74	68	91	96	106
6	CC(=O)OCc1c2ccccc2c(C)c2c1cc(F)c1ccccc12	80	98	80	104	85	81	83	94	74
7	CCOc1ccc(NC(=O)N(O)C2(C#N)CCCCC2)cc1	101	100	107	111	98	101	126	102	110
8	CSCCC(NC(=O)CN)C(=O)O (configuration not stated)	102	111	103	118	105	117	109	nt	102
9	COc1ccc(C(=O)NNC(=O)c2cc(OC)c(OC)c(OC)c2)cc1N	95	103	94	109	99	107	100	99	93
10	CC(C)N(c1ccc(Cl)cc1)c1nc(-c2ccc(Br)cc2)cs1	96	115	92	115	97	106	95	97	107
11	NS(=O)(=O)Oc1cccc(NC(=O)C23CC4CC(CC(C4)C2)C3)c1	105	135	90	120	107	99	104	104	102
12	c1ccc(C(c2ccccc2)c2ccc(C(c3ccccc3)(c3ccccc3)c3ccccc3)cc2)cc1	105	96	98	103	103	105	85	102	92
13	CC(C)N(C(=O)Cc1ccccc1)C(C)C	86	110	102	118	99	108	nt	103	100
14	Cc1cccc2c1CC1(C2=O)C2C=CC(C2)S1=O (configuration not stated)	102	97	83	103	101	104	98	100	99
15	NC(=NCCCOc1ccc(F)cc1)Nc1ccc(Cl)cc1	17	41	81	-70*	77	69	60	57	14
16	COc1ccc(C2=NOC(CC(=O)N3CCNCC3)C2)cc1OC1CCCC1 (configuration not stated)	87	102	89	nt	106	99	102	101	105
17	CCOC(=O)c1c(C)nc(C)c(C(=O)OCC)c1-c1cccc([N+](=O)[O-])c1	90	108	80	95	111	99	127	106	103
18	COc1cc2c(cc1OC)-n1c(cnc1-c1ccccc1)N1NC(=O)CNC(=S)/N=C/21	94	113	84	102	85	88	91	103	100
19	CC1(C)CC2=NOS3=C2C(=NO3)C1c1ccccn1 (configuration not stated)	100	104	93	106	103	99	120	99	106
20	FC(F)(F)c1ccc2c(Nc3cccc(C4CC(c5ccc6c(c5)OCO6)=NN4c4cc(Cl)cc(Cl)c4)c3)ccnc2c1 (configuration not stated)	79	99	85	98	86	95	94	102	96
21	O=Cc1cc2ccccc2nc1N1C(=O)CC(=O)NC1=O	100	104	85	108	102	104	100	99	107
22	Cc1ccccc1OCC(O)CN1CCCCC1 (configuration not stated)	85	124	84	121	121	112	115	110	103
23	CC(=O)O[C@H]1Cc2c([nH]c3ccccc23)[C@H](c2ccc(Cl)cc2)N1C(=O)CCNC(C)(C)C	100	107	86	103	101	92	94	94	108
24	N#Cc1ccc(C(=O)CSc2nc(Nc3ccc(S(N)(=O)=O)cc3)c3ccccc3n2)cc1	100	119	107	117	107	100	107	103	112
25	COc1ccc(/C=C(\CC(=O)c2ccc(Cl)c(Cl)c2)C(=O)NCc2ccccc2)cc1	95	102	85	100	93	95	97	101	92
26	CC(=O)Nc1c(Cl)cc2c(c1Cl)C(=O)c1ccccc1-2	95	106	80	109	117	109	110	109	119
27	COc1ccc(-c2nc3sc4cc(OC)ccc4n3c2-c2nc3ncccc3[nH]2)cc1	100	100	124	107	94	92	102	99	87
28	O=C(CCC(=O)Nc1ccc(S(=O)(=O)N2CCOCC2)cc1)NCc1ccccc1	90	87	86	122	113	96	91	96	99
29	CN1CCC2CC1c1cc(-c3ccc(C(F)(F)F)cc3)ccc12 (configuration not stated)	88	93	81	96	103	91	98	86	87
30	CCOC(=O)C(Cc1ccccc1)n1c(O)c(/C=N/c2ncc(Cc3ccc(Cl)cc3Cl)s2)sc1=S (configuration not stated)	1.6*	16	22	-87*	11	10	16	12	-17*
31	CCN(CC)c1ccc(/C=C/c2cc(-c3ccccc3)c3ccccc3n2)cc1	74	149	82	127	111	73	136	96	77
32	COC1C/C(=N\O)C2OC(c3ccccc3)OCC2O1 (configuration not stated)	98	110	66	107	121	98	100	105	113
33	C=CC(C)(O)CCC=C(C)C (configuration not stated)	112	102	94	109	106	103	108	107	109
34	N/N=c1\nc2c(cnn2-c2ccccc2)c2[nH]n3c(C(F)(F)F)nnc3[nH]n12	100	108	80	107	101	99	90	91	112
35	Cc1ccc(C)c2sc(NN)nc12	105	108	89	105	97	99	94	102	104
36	CC1(C)[C@@H](OC(=O)CCC(=O)O)CC[C@]2(C)[C@H]3C(=O)C=C4[C@@H]5C[C@@](C)(C(=O)O)CC[C@]5(C)CC[C@@]4(C)[C@]3(C)CC[C@@H]12	-59*!	-72*!	-69*	-3.9*!	-73*!	-40*!	-54*!	-37*!	-8.7*!
37	COc1cccc(C2CC(=O)Nc3c2cnn3Cc2ccco2)c1 (configuration not stated)	104	88	94	109	110	102	99	97	107
38	Cc1c(-c2ccccc2)nc(NCc2ccco2)c(C#N)c1C#N	73	97	82	86	85	82	77	102	85
39	Cc1cc(N=C2C=CC(=[N+](C)C)C=C2)c(N)cc1N	82	61	102	96	89	109	94	85	94
40	COc1ccc(CN2C(=O)N(c3cccnc3Cl)S(=O)(=O)c3ccccc32)cc1F	101	120	108	115	104	100	107	108	105
41	NC(=S)COc1ccccc1	108	105	68	113	108	102	95	108	88
42	CCOc1ccc2nc(NC(=O)CSc3nnc4n3S(=O)(=O)c3ccccc3N4C)sc2c1	150	nt	93	98	95	101	91	109	101
43	Nc1nonc1-n1nncc1-c1ccncc1	110	nt	75	104	112	105	105	106	101
44	CCCCCc1ccc(S(=O)(=O)Nc2cc(-c3csc(N)n3)ccc2OC)cc1	95	111	103	117	100	82	103	110	114
45	COc1cc2c(=O)n(CCCN(C)C)c3c4cc5c(cc4ccc3c2cc1OC)OCO5	31	87	90	49	48	52	62	39	30
46	CCCCCCNc1nc(NCCCCCC)c2[nH]c(NCCCCCC)nc2n1	-35*	47	-8.1*	-2.1*	51	88	1.9*	16	37
47	O=C(O)c1ccccc1-c1c2cc(Br)c(=O)c(Br)c-2oc2c(Br)c(O)c(Br)cc12	101&98	105&103	102&88	118&106	107&99	107&109	103&96	101&104	110&101
48	O=C(CCc1nnc(-c2cc(O)c(O)c(O)c2)o1)c1nc2ccccc2[nH]1	93	103	85	101	97	96	nt	110	98
49	COc1cc2c(cc1O)CCc1cc(O)cc(OC)c1-2	94	110	92	110	97	91	101	109	96
50	COC(=O)Cc1nc2ccccc2n1C(=O)N1c2ccccc2Sc2ccccc21	79	94	84	92	83	78	104	95	89

2 compounds from above, showing only NCI-H322M and HCC-2998:
nr | structure | NCI-H322M | HCC-2998
12 | c1ccc(C(c2ccccc2)c2ccc(C(c3ccccc3)(c3ccccc3)c3ccccc3)cc2)cc1 | 85 | 96
13 | CC(C)N(C(=O)Cc1ccccc1)C(C)C | nt | 110

A few values from above.
In SW-620, `Cc1ccc(C)c2sc(NN)nc12` is listed with 102
In HT29, `CCCCCCNc1nc(NCCCCCC)c2[nH]c(NCCCCCC)nc2n1` is listed with 37
In HCT-15, `O=Cc1cc2ccccc2nc1N1C(=O)CC(=O)NC1=O` is listed with 104

The listing continues.
item	smiles	HCT-116	HCC-2998	SNB-75	COLO 205	KM12	HCT-15	NCI-H322M	SW-620	HT29
51	COc1cccc(NC(=O)N2CCN(c3nc(-c4ccc(C)cc4)nc4ccccc34)CC2)c1	78	56	63	89	78	66	73	98	76
52	c1ccc(NCc2ccco2)cc1	104	120	63	117	136	107	101	110	101
53	O=C(c1ccc2ccccc2c1)c1nn(-c2ccccc2)c2nc3nc(-c4cc5ccccc5o4)cc(-c4c[nH]c5ccccc45)c3c(=O)n12	78	91	69	101	94	93	82	83	90
54	CC(=O)N1N=C(c2ccc(Cl)cc2)CC1c1cccc(Nc2ccnc3cc(Cl)ccc23)c1 (configuration not stated)	45	81	63	34	58	53	61	79	22
55	COc1cc(-c2cc(-c3ccccc3)nc(N)c2C#N)cc(OC)c1OC	101	115	101	114	107	95	111	102	124
56	CCN1C(=O)N(CC)C2C1NC(=S)N2/N=C/C=C/c1ccccc1 (configuration not stated)	5.7*	19	42	-30*	8.7*	12	46	26	3.6*
57	COc1ccc(CCC(=O)O)c(C(CC(=O)O)C(=O)O)c1OS(=O)(=O)c1ccc(C)cc1 (configuration not stated)	104	102	100	111	107	100	nt	104	107
58	COc1ncnc2[nH]cc(CN3CCN(c4ccc(F)cc4)CC3)c12	111	104	100	116	109	104	107	108	91
59	O=C(NC1CCCCC1)N(c1ccccc1)c1nnc(-c2cccc([N+](=O)[O-])c2)s1	101	114	81	102	100	92	91	103	95
60	CCOC(=O)C1=C(N)N(c2ccc(C)cc2)C2=C(C(=O)CC(C)(C)C2)C1c1ccccc1Br (configuration not stated)	41	89	87	63	84	58	99	46	63
61	Cn1ccnc1C(=O)/C=C/c1ccc(NC(=O)Nc2ccc(F)cc2)cc1	17	30	39	50	37	21	50	42	12
62	CC(C)OC(=O)Nc1cc(F)ccc1F	105	98	95	105	103	105	91	100	98
63	COc1cc(-c2ccccc2)c(-c2nc(-c3ccccc3)c(-c3ccccc3)n2CC(C)C)cc1OC	38	76	86	77	61	74	69	86	45
64	Cc1ccc(-c2cc(C(=O)Nc3ccc(S(=O)(=O)Nc4onc(C)c4C)cc3)[nH]n2)c(O)c1	103	112	98	108	102	101	98	98	106
65	COc1ccc(C(=O)c2cc(C(=O)/C=C/c3ccc(Br)cc3)c3cc(C)ccn23)cc1	100	101	103	122	104	99	104	105	115
66	Cc1ccc(C(=NN=C(N)N)c2ccc(C)cc2)cc1	2.8*	nt	-1.1*	-83*	1.9*	12	31	28	0.8*
67	Cc1c(C)c2ccc3oc(NCc4ccccc4)nc3c2oc1=O	96	100	75	104	105	96	95	104	105

By substructure, those above with a Cl atom
item	smiles	HCT-116	HCC-2998	SNB-75	COLO 205	KM12	HCT-15	NCI-H322M	SW-620	HT29
10	CC(C)N(c1ccc(Cl)cc1)c1nc(-c2ccc(Br)cc2)cs1	96	115	92	115	97	106	95	97	107
15	NC(=NCCCOc1ccc(F)cc1)Nc1ccc(Cl)cc1	17	41	81	-70*	77	69	60	57	14
20	FC(F)(F)c1ccc2c(Nc3cccc(C4CC(c5ccc6c(c5)OCO6)=NN4c4cc(Cl)cc(Cl)c4)c3)ccnc2c1 (configuration not stated)	79	99	85	98	86	95	94	102	96
23	CC(=O)O[C@H]1Cc2c([nH]c3ccccc23)[C@H](c2ccc(Cl)cc2)N1C(=O)CCNC(C)(C)C	100	107	86	103	101	92	94	94	108
25	COc1ccc(/C=C(\CC(=O)c2ccc(Cl)c(Cl)c2)C(=O)NCc2ccccc2)cc1	95	102	85	100	93	95	97	101	92
26	CC(=O)Nc1c(Cl)cc2c(c1Cl)C(=O)c1ccccc1-2	95	106	80	109	117	109	110	109	119
30	CCOC(=O)C(Cc1ccccc1)n1c(O)c(/C=N/c2ncc(Cc3ccc(Cl)cc3Cl)s2)sc1=S (configuration not stated)	1.6*	16	22	-87*	11	10	16	12	-17*
40	COc1ccc(CN2C(=O)N(c3cccnc3Cl)S(=O)(=O)c3ccccc32)cc1F	101	120	108	115	104	100	107	108	105
54	CC(=O)N1N=C(c2ccc(Cl)cc2)CC1c1cccc(Nc2ccnc3cc(Cl)ccc23)c1 (configuration not stated)	45	81	63	34	58	53	61	79	22
